Assay outcomes (PubChem)
RmlCD inh 1536 – blocks M. tuberculosis RmlC and RmlD coupled enzymes | RmlC+RmlD coupled enzyme assay, percent inhibition; primary screen in compound mixtures | P9WH09+P9WH11 | 160,000 compounds, 0.03% hits | inhibition, % at 3.6 µM; in the data active = inhibition mostly above about 34%, no sharp cut-off; note: some results filed as inactive read as strong as hits
Target sequence (P9WH09 whole entry, looked up): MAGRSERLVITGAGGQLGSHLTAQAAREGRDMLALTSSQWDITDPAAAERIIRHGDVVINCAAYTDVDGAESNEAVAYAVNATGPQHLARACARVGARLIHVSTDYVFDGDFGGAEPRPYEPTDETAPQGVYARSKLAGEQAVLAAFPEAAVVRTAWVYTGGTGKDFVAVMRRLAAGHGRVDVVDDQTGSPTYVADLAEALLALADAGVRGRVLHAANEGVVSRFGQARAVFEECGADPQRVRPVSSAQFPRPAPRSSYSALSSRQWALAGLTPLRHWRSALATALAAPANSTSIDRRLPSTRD
Target sequence (P9WH11 whole entry, looked up): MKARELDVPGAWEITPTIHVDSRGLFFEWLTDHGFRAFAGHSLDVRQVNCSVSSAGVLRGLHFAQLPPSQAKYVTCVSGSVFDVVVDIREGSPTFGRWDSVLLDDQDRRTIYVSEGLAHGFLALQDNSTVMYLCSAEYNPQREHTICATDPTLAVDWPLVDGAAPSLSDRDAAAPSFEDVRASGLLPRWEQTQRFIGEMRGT
GlmU inhibition – inhibition of mycobacterial GlmU enzyme – biochemical, glucosamine-1-phosphate acetyltransferase (AID 1376); M. tuberculosis GlmU acetyltransferase enzyme assay; higher % means a stronger effect; inhibition, %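 (tested at 30 µM in the primary screen)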; hits with a dose series show IC50 in µM; 220,000 compounds, 0.25% hits; in the data active = inhibition above about 13%;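 note: 0% = complete reaction with vehicle and 100% = reaction without substrate; strong numbers were not always called active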
Active calls of the source: *; . = no result given.

entry	Structure	RmlCD inh 1536	GlmU inhibition
1	COc1cc(C(C(=O)NC2CCCCC2)N(C(=O)Cc2c[nH]c3ccccc23)c2ccc(C)cc2)cc(OC)c1OC (configuration not stated)	7	-1.0%
2	COCc1ccc(C(=O)N2CCCC(C(=O)c3cccc(C(F)(F)F)c3)C2)o1 (configuration not stated)	1	-0.6%
3	COc1cnc(-c2ccccn2)nc1Oc1c(C)cccc1C	-1	2.5%
4	O=C(Nc1ccncc1)c1cc(-c2ccccn2)nc2ccccc12	3	-7.8%
5	CCc1ccc(NC(=O)c2cnn3c(C(F)F)cc(C)nc23)cc1	2	-2.2%
6	CC1(C)OC(C(=O)NC2CCCCC2)C(C(=O)NC2CCCCC2)O1 (configuration not stated)	7	.
7	CSc1nc2sc3c(c2c(=O)n1C)CCC(C)C3 (configuration not stated)	.	-4.3%
8	CCc1ccc(NC(=O)COC(=O)/C(=C/c2ccccc2OC)c2ccccc2)cc1	-1	-1.0%
9	COc1ccc(NC(=O)c2cc(-c3ccco3)on2)cc1	-9	-2.6%
10	Cc1ccc([N+](=O)[O-])cc1N(CC(=O)NC1CCCC1)S(C)(=O)=O	7	-0.7%
11	O=C1CSC(=S)N1/N=C/c1cccnc1	6	-1.7%
12	Cc1cc(C)c(OCC(=O)N/N=C/c2ccc3c(c2)OCO3)c(C)c1	.	-7.2%
13	CC(=O)C(C)Oc1ccc2c3c(c(=O)oc2c1C)CCCC3 (configuration not stated)	10	.
14	Cc1ccccc1C(=O)N1CCN(c2ccc(NC(=O)c3cccnc3)cc2)CC1	-9	3.0%
15	COC(=O)c1[nH]c(C)c(/C(O)=C2\C(=O)C(=O)N(CCN3CCOCC3)C2c2cccs2)c1C (configuration not stated)	.	0.2%
16	COc1ccc(Nc2ccc(OC)cc2)cc1	-8	11%
17	Clc1ccccc1OCCCCN1CCCC1	14	7.6%
18	COc1ccc(OCC(=O)NNc2c3ccccc3nc3ccccc23)cc1	10	1.5%
19	CCOc1ccc(NCc2nnc(SCC(=O)Nc3nc(-c4ccccc4)cs3)n2-c2ccccc2)cc1	5	-0.1%
20	CCCCn1c(N)c(Sc2ccc(C)cc2)c(=O)[nH]c1=O	5	9.0%

The closing 4 compounds of the part before lead into the next:
entry	Structure	RmlCD inh 1536	GlmU inhibition
17	Clc1ccccc1OCCCCN1CCCC1	14	7.6%
18	COc1ccc(OCC(=O)NNc2c3ccccc3nc3ccccc23)cc1	10	1.5%
19	CCOc1ccc(NCc2nnc(SCC(=O)Nc3nc(-c4ccccc4)cs3)n2-c2ccccc2)cc1	5	-0.1%
20	CCCCn1c(N)c(Sc2ccc(C)cc2)c(=O)[nH]c1=O	5	9.0%
21	O=C(Nc1ccc2oc(-c3cccnc3)nc2c1)c1ccc(Br)o1	.	0.8%
22	CSc1ccc(CN2CCN(C(=O)c3ccc([N+](=O)[O-])cc3)CC2)cc1	.	1.4%
23	CC(C)NC(=O)CSCc1ccccc1Cl	.	7.2%
24	CCN(CCCNC(=O)c1[nH]c(C)c(C(C)=O)c1C)c1ccccc1	4	4.2%
25	COc1cc(NC(=O)c2cccnc2Sc2ccc(C)c(C)c2)cc(OC)c1OC	12	1.8%
26	Cc1ccnc(NC2CCCCC2)c1	-11	7.0%
27	CCOC(=O)C1CCN(Cc2ccccc2C)CC1	10	1.6%
28	Fc1ccc(Cn2ccc(-c3cnc(-c4ccccc4)s3)n2)cc1	0	0.5%
29	O=C(Cn1c2[n+](c3ccc(C(F)(F)F)cc31)CCCCC2)Nc1c(F)cccc1F	.	1.7%
30	O=C(NCCO)C(c1ccccc1)c1ccccc1	.	-1.8%
31	O=C(Nc1nnc(COc2ccccc2)s1)C1CCN(S(=O)(=O)c2ccc(Cl)cc2)CC1	.	-1.5%
32	COc1ccc(N(C)C2=NS(=O)(=O)c3ccccc32)cc1	5	-0.3%
33	Cc1cc(NC(=O)CCCC(=O)NCc2cccs2)no1	3	1.4%
34	CC(C)CN(C(=O)COC(=O)C12CC3CC(CC(O)(C3)C1)C2)C1CCS(=O)(=O)C1 (configuration not stated)	16	-1.2%
35	CCOC(=O)CNC(=O)c1ccc(C#CC2(O)CCCCC2)cc1	.	3.0%
36	CCOC(=O)c1c(NC(=S)N2CCOCC2)sc2c1CCN(C(=O)OCC)C2	22	2.0%
37	CCNc1nc(OCC)nc(N2CCC(Cc3ccccc3)CC2)n1	-7	3.8%
38	Oc1ccccc1/C=N/n1c2ccccc2c2ccccc21	.	2.5%
39	CN(c1ccccc1)S(=O)(=O)c1ccc(C(=O)Nc2nnc(C3=COCCO3)o2)cc1	-54	3.8%
40	CSC1=NCCN1C(=O)c1ccc(S(=O)(=O)N(C)C)cc1	-8	1.5%
41	O=C(CSc1ncnc2nc[nH]c12)c1ccc([N+](=O)[O-])cc1	55	2.3%
42	CSc1ccc(/C=N/NC(=O)CN2CCN(Cc3ccc(C)cc3)CC2)cc1	-5	0.4%
43	Cc1nn(-c2ccccc2)c(N2CCCC2)c1/C=N/NC(=S)Nc1cc(C(F)(F)F)ccc1Cl	-5	-4.2%
44	CC(=O)Nc1ccc(N2C(=O)CC(c3ccccc3)CC2=O)cc1	-6	4.0%
45	Brc1ccc2ncnc(NCc3cccnc3)c2c1	-3	1.5%
46	COc1ccc([N+](=O)[O-])cc1N(CC(=O)NCC1CCCO1)S(C)(=O)=O (configuration not stated)	51	-2.1%
47	Cc1cc(C(=O)OC(C)C(=O)Nc2nc(-c3ccccc3)cs2)c(C)o1 (configuration not stated)	25	4.2%
48	CC(C)CCNC(=O)c1ccc(C2SCC(=O)N2Cc2ccco2)cc1 (configuration not stated)	.	-2.6%
49	Cc1ccc(CN=C2Nc3ccccc3CS2)cc1	0	-1.9%
50	Cc1ccc(C(C)C)c(OCc2ccc(C(=O)N/N=C/c3ccc(C(=O)O)cc3)cc2)c1	-8	0.1%
51	Cc1ccc(C)c(NC2=NC3(CCCCC3)N=C(N)N2)c1	4	6.4%
52	CN(Cc1nnc(SCC(=O)NCCc2ccccc2)n1C)S(=O)(=O)c1ccccc1	9	-1.7%
53	COc1ccccc1N(CC(=O)NCc1cccnc1)S(C)(=O)=O	-7	-0.5%
54	Cn1c(SCC(=O)NC(c2ccccc2)c2ccccc2)nnc1-c1cccs1	-3	-2.6%
55	CCc1noc(C)c1C(=O)Nc1nc(-c2ccc(Cl)cc2Cl)cs1	-9	2.2%
56	C#CCSC1=C(C#N)C(c2cccs2)C(C(=O)OCC)=C(C)N1 (configuration not stated)	-10	-1.7%
57	O=C(Nc1cnn(Cc2ccccc2)c1)c1nc2ncccn2n1	2	1.6%
58	COc1c(C)oc2cc(O)ccc2c1=O	.	3.1%
59	Cn1nc(CC(=O)NC2CCCCC2)c2ccccc2c1=O	11	1.4%
60	S=c1[nH]nc(C2CCCCC2)n1Cc1ccccc1	5	5.8%

One compound at a time (already shown). Values in the order: RmlCD inh 1536, GlmU inhibition
CSC1=NCCN1C(=O)c1ccc(S(=O)(=O)N(C)C)cc1 is listed as -8, 1.5%
O=C(Nc1nnc(COc2ccccc2)s1)C1CCN(S(=O)(=O)c2ccc(Cl)cc2)CC1 is listed as ., -1.5%
Cc1cc(NC(=O)CCCC(=O)NCc2cccs2)no1 is listed as 3, 1.4%

Next part:
entry	Structure	RmlCD inh 1536	GlmU inhibition
61	O=C1CC(N2CCN(c3cccc(C(F)(F)F)c3)CC2)C(=O)N1c1ccccc1 (configuration not stated)	8	4.6%
62	O=C(C1CC1)N1CCc2cc(S(=O)(=O)NCC3COc4ccccc4O3)ccc21 (configuration not stated)	-15	.
63	NC(=O)CC(NC(=O)Cc1cccc2ccccc12)c1ccc(NCc2ccc(F)cc2)c([N+](=O)[O-])c1 (configuration not stated)	.	1.3%
64	COc1ccc2c3c1O[C@H]1C[C@@H](O)C=C[C@@]31CCN(C)C2	4	8.1%
65	CCN1CCN(c2ccc([N+](=O)[O-])cc2C(=O)c2ccc(Cl)cc2)CC1	.	0.9%
66	O=C(NN1C(=O)C2C3C=CC(O3)C2C1=O)c1cccc(Br)c1 (configuration not stated)	.	-1.4%
67	Cc1ccc(S(=O)(=O)N2CCCC2CO)cc1 (configuration not stated)	12	-2.6%
68	Cn1nnnc1SCC(=O)Nc1ccc(N2CCOCC2)cc1	-4	5.4%
69	C/C(CC(=O)Nc1ccccn1)=N\NC(=O)c1ccccc1	.	5.7%
70	CCCCCCn1c(N2CCN(c3ccccc3)CC2)nc2c1c(=O)n(C)c(=O)n2C	.	3.8%
71	COc1ccc(N2CC(C(=O)Nc3nccs3)CC2=O)cc1 (configuration not stated)	-3	5.5%
72	O=C(OCCOc1ccccc1)c1n[nH]c2ccccc12	-5	.
73	Cc1ccc(SCCNC(=S)Nc2ccc(C)c(C)c2)cc1	.	-6.2%
74	CCCCN1C(=O)C2NN=C(C(=O)OC)C2C1=O (configuration not stated)	-13	0.6%
75	COc1ccc(C(NC(C)=O)c2c(O)ccc3ccccc23)cc1OC (configuration not stated)	-4	-0.1%
76	COc1ccc(/C(C)=N/NC(=O)c2ccccc2OCc2ccccc2)c(OC)c1	-7	-0.1%
77	COc1ccc(C2=NN(C(=O)CSc3nnc(C)n3C)C(c3ccco3)C2)cc1 (configuration not stated)	-11	-3.3%
78	CC1CC(CC(=O)Nc2nc(-c3ccccc3)cs2)C(=O)O1 (configuration not stated)	-94	2.2%
79	CCCCCOc1ccc(C(=O)NC(C(=O)O)C(C)C)cc1 (configuration not stated)	.	-4.7%
80	Cc1cc(C(=O)CSc2n[nH]c(N)n2)c(C)n1C1CC1	-5	2.9%
81	O=C1CSCN1c1ccc(Cl)cc1	-13	-8.6%
82	CN(C)S(=O)(=O)c1cccc(C(=O)Nc2cccnc2)c1	4	-0.7%
83	Cc1ccc(C(=O)/C=C/Nc2ccc([N+](=O)[O-])cc2Br)cc1	.	0.0%
84	CSc1nc2[nH]c3c(c2c2nnnn12)CCCC3	14	.
85	COc1ccc(/C=N/n2cncn2)cc1CSc1ccccn1	.	2.8%
86	CC(COc1ccccc1)N1CCC(CO)(Cc2ccccc2)CC1 (configuration not stated)	8	-0.5%
87	CC(C)c1nc(SCC(=O)c2c[nH]c3ccccc23)n[nH]1	-2	-3.0%
88	O=C(CC1C(=O)NCCN1Cc1ccoc1)NCCCn1ncc2ccccc21 (configuration not stated)	.	2.6%
89	COC(=O)[C@@H]1C[C@H]2CC[C@H](O)C[C@H]2N1Cc1ccccc1OS(=O)(=O)c1ccc(C)cc1	.	-2.1%
90	COc1ccc(C(=O)NC(=S)Nc2nc(C)c(C(=O)N(C)C)s2)cc1	.	2.0%
91	O=C(C=C1CCN(c2ncc(C(F)(F)F)cc2Cl)CC1)NNC(=O)Nc1ccccc1	-9	-0.2%
92	COc1cccc(-c2nnc(N(C)C(=O)C3CCOC3)s2)c1 (configuration not stated)	-16	-5.2%
93	Cc1ccc([N+](=O)[O-])cc1NC(=O)/C=C/C(=O)O	7	-3.0%
94	Cc1ccc(C2=CC(c3ccccc3)n3ncnc3N2)cc1 (configuration not stated)	.	1.4%
95	CO[C@H]1C=CO[C@@]2(C)Oc3c(C)c(O)c4c(O)c(c(C=NN5CCN(C6CCCC6)CC5)c(O)c4c3C2=O)NC(=O)C(C)=CC=C[C@H](C)[C@H](O)[C@@H](C)[C@@H](O)[C@@H](C)[C@H](OC(C)=O)[C@@H]1C	-9	5.8%
96	Cn1cc(CN2CCCC(CNC(=O)c3ccc4c(c3)OCO4)C2)c2ccccc21 (configuration not stated)	-9	-4.6%
97	CCCCCCCc1n[nH]c(=S)n1Cc1ccccc1	4	1.7%
98	O=c1c2ccccc2nc2n1CCS2(=O)=O	7	-2.4%
99	CC(=O)c1cc2c(cc1NC(=O)CN1CCCCCC1)OCO2	13	-3.5%
100	COc1cccc(NC(=O)N2CCN(S(C)(=O)=O)CC2)c1	-6	-6.7%
101	CCc1nc2cc(Cl)c(Cl)cc2[nH]1	-4	-0.7%
102	Cc1nn(CC(=O)NC(C)C)c(C)c1[N+](=O)[O-]	3	2.4%
103	CC(=O)Nc1nc(CCl)cs1	-10	-2.4%
104	CC(C)(C)c1nnc2sc(SCC(=O)N3CCCc4ccccc43)nn2c1=O	-8	-2.2%
105	Cc1ccc(C(=O)NN2C(=O)C3C4C=CC([C@@H]3C2=O)C42CC2)cc1 (some centres not stated)	.	4.6%
106	COc1ccc(CC(=O)Nc2ccc(C(=O)NCC(C)C)cc2)cc1	-10	1.5%
107	N#CCSc1nnc(-c2ccccc2O)n1CCc1ccccc1	-11	-4.9%
108	CC1(C)CC(=O)C2=C(C1)OC(c1cccs1)C(C#N)=C2N (configuration not stated)	13	5.1%
109	CCN(CCO)Cc1csc2ccccc12	.	-8.1%
110	c1ccc(CN2CCN(c3nc(NCc4ccco4)c4ccccc4n3)CC2)cc1	.	-1.3%
111	CCC(=O)NC(c1cccs1)c1cc([N+](=O)[O-])c2cccnc2c1O (configuration not stated)	-6	3.5%
112	COC(=O)C1C=C2c3cccc4[nH]cc(c34)CC2N(C)C1 (configuration not stated)	.	-6.4%
113	Cc1cccc(C(=O)NCCc2csc(C)n2)c1	-8	0.2%
114	Cc1ccc2cc(CN(CC3CCCO3)C(=O)NC3CCCCC3)c(=O)[nH]c2c1C (configuration not stated)	.	0.7%
115	c1ccc2c(c1)C(=NC1CCCCC1)NC2=NC1CCCCC1	-11	5.6%
116	CCOC(=O)C1(CCc2ccccc2)CCN(Cc2cnc(N(C)C)s2)CC1	-5	-3.0%
117	Clc1ccc(Cl)c2sc(N3CCCC3)nc12	.	1.6%
118	Cc1cc(C)c2c(=O)n(-c3ccccc3)[nH]c2n1	.	2.9%
119	COC(=O)c1ccc2c(c1)NC(=O)C(N1CCCCC1)S2 (configuration not stated)	0	0.1%
120	Cc1ccc(OCC(=O)N/N=C\c2c(C)n(C)c3ccccc23)c([N+](=O)[O-])c1	-5	-0.2%

An excerpt (hit frequency here may not be typical).
